High-throughput results (PubChem BioAssay)
cardiac RTF act: increases calcium sensitivity of human cardiac regulated thin filaments; IANBD-labeled TnC RTF fluorescence at EC20 calcium; 0% EC20 calcium, 100% full calcium; actives 0.24% (n = 340,000); activation, % at 7.2 µM; P19429+P45379; AID 493008;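 active = activation above the mean over all tested compounds plus 3 SD, cut at about 30% in these data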;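 also: rise in fluorescence read as greater calcium sensitivity of cardiac thin filaments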
Wnt act: activators of Wnt/beta-catenin signaling. actives 1.2% (n = 300,000). activation, % at 9.35 µM. AID 743398. Wnt/beta-catenin reporter cell assay, activator, plate reader; in the data active = activation above about 30%, passing the limit was not always enough; inconclusive = no clear call, values can overlap the other calls;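 also: 0% = neutral control wells and 100% = positive control wells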
SR-BI HDL uptake: inhibitors of mouse SR-BI mediated HDL lipid uptake; inhibition, % at 12.5 µM; Q61009; actives 0.96% (n = 320,000); ldlA[mSR-BI] CHO cells, DiI-HDL uptake fluorescence, 3 h;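 active = mean replicate inhibition of at least 70% and a set share of replicates each scoring 70 or more; inconclusive = meets just one of the two criteria; inactive = fails both criteria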;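 also: 0% = median of neutral control wells and 100% = median of positive control wells; values of inactives mirror those of a sister screen read the other way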
dFosB act: mouse delta FosB homodimer activation | P13346 | purified delta FosB, TAMRA-CDK5 oligo fluorescence polarization; percent of positive-control signal above neutral wells | activation, % at 25 µM | actives 0.99% (n = 340,000);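 active = mean activation above about 17%, with every replicate also reaching it, limit read from the data, passing the limit was not always enough; inconclusive = only one of the two conditions met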;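 also: fluorescence polarization rise as delta FosB binds a TAMRA Cdk5 AP-1 oligo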
Target sequence (P13346 whole entry, looked up): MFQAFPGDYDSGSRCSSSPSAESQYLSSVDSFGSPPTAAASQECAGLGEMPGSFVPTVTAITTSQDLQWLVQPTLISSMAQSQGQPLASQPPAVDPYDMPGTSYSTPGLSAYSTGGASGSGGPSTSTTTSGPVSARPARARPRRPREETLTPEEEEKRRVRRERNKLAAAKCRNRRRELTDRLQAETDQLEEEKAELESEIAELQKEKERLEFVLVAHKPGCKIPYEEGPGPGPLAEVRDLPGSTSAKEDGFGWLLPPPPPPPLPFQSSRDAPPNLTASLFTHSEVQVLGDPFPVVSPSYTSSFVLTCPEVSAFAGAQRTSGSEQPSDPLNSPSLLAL
Rtt109 HAT inh: blocks Candida albicans Rtt109/Vps75 acetyltransferase activity | purified Rtt109/Vps75, ThioGlo CoA-SH fluorescence, 4 h | actives 0.16% (n = 330,000) | inhibition, % at 34.9 µM | Q5AAJ8;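 active = inhibition of at least 50% in every replicate; inconclusive = best replicate reaches 50% inhibition but some replicates fall short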
SR-BI DiI-HDL act: SR-BI HDL lipid transfer activation; CHO ldlA[mSR-BI] cells, DiI-HDL uptake fluorescence, 3 h; 100 = double the neutral-control signal; activation, % at 12.5 µM; actives 0.096% (n = 320,000);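 active = mean replicate activation of at least 60% and every replicate at or above 60%; inconclusive = mean or all-replicate condition met, but not both; inactive = mean below 60% and not all replicates reaching 60%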;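 also: 0% = median plate neutral-control signal and 100% = twice that signal; values of inactives mirror those of a sister screen read the other way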
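Assay system: LDL receptor-deficient CHO ldlA cells overexpressing murine SR-BI / Medium: BSA-supplemented, HEPES-buffered Ham's F12, pH 7.4 / Probe or stimulus: DiI-labelled HDL at 10 µg/mL final / Timing: compound with DiI-HDL co-incubation, 3 h at 37 °C / Technique: bottom-read cell fluorescence after medium removal, ex 550/em 595 nm / Measure: HDL uptake via cellular fluorescence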
HTR5A ag ctr: activates human HTR5A in OPRM1-OPRD1 agonist counter-screen. HTR5A agonist assay, luminescence, cell-based. activation, % at 9.3 µM. actives 0.61% (n = 340,000). AID 504692; in the data active = activation mostly above about 9.5%, no sharp cut-off; inactive = mostly below about 7.6%;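 also: 0% = cells with vehicle only and 100% = reference agonist; strong numbers were not always called active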
PvdQ inh: blocks Pseudomonas aeruginosa PvdQ acylase activity; inhibition, % at 10 µM; purified PvdQ acylase, fluorescence plate reader; actives 0.063% (n = 340,000); AID 488965; in the data active = inhibition above about 30%, passing the limit was not always enough; inconclusive = no clear call, values can overlap the other calls;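 also: 0% = vehicle neutral wells and 100% = reference inhibitor wells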
MITF act: activators of MITF-driven TRPM1 promoter activity in SK-MEL-5 cells | actives 0.75% (n = 300,000) | SK-MEL-5 TRPM1-promoter luciferase, 24 h; % of positive control, neutral wells = 0 | activation, % at 12.5 µM | AID 588334;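 active = mean activation of at least 80% with every replicate also reaching 80%; inconclusive = mean reaches 80% but some replicate falls short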;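 also: 0% = neutral control wells and 100% = parthenolide positive control wells; values of inactives mirror those of a sister screen read the other way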
CDK5 p35 inh: CDK5/p35 (human) kinase inhibition; Q00535+Q15078; Recombinant CDK5/p35, ADP-Glo luminescence, 60 min; inhibition, % at 10 µM; actives 0.01% (n = 330,000); AID 488839;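 active = highest replicate inhibition of at least 50% and at least 75% of replicates reaching 50%; inconclusive = only one of the two criteria met; inactive = both criteria failed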;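 also: plate controls were DMSO neutral control for no effect and GW8510 at 10 µM for full effect; many of its hits are not listed in these tables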
Target sequence (Q00535 whole entry, looked up): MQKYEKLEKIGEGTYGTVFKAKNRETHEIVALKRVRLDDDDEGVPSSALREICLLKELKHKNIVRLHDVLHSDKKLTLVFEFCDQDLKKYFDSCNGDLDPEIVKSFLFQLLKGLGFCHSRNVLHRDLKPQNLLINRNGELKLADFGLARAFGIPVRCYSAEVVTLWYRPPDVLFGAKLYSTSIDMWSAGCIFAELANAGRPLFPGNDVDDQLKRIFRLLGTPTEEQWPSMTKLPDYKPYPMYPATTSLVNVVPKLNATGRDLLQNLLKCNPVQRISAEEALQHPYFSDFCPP
Target sequence (Q15078 whole entry, looked up): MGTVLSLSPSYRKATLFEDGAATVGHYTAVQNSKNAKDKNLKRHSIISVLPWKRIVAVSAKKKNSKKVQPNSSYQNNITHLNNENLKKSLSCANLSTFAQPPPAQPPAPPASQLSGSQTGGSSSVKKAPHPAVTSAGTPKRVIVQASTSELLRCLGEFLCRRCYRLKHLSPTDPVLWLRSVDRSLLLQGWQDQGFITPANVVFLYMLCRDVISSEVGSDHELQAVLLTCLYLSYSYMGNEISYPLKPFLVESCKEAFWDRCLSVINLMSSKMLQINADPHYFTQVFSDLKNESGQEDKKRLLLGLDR
An asterisk follows results filed as active; ? = inconclusive; . = not tested or not shown.

canonical_smiles	SR-BI HDL uptake	MITF act	PvdQ inh	Rtt109 HAT inh	HTR5A ag ctr	SR-BI DiI-HDL act	Wnt act	cardiac RTF act	dFosB act	CDK5 p35 inh
COC(C(=O)N/N=C(\C)CC(=O)Nc1ccc(N(C)C)cc1)c1ccccc1 (configuration not stated)	-9	-9	-5	5	-1	9	1	-6	2	1.8
CCOC(=O)C1C(C(=O)OC)=C(C(=O)OC)c2ccccc2N1S(=O)(=O)C(F)(F)F (configuration not stated)	-17	0	-17	-13	2	17	0	-2	0	0.0
O=C(CSc1nnc(-c2cccnc2)n1C1CCCCC1)NC1CCCCC1	-11	12	0	-10	-6	11	.	-8	3	0.6
CS(=O)(=O)NC1c2cccc3cccc(c23)C1N1CCOCC1 (configuration not stated)	-27	-9	11	3	6	27	-3	0	-10	1.1
CCN(CC)S(=O)(=O)c1ccc(NS(=O)(=O)c2ccc(C)c(C)c2)cc1	-4	.	0	-1	-4	4	0	-3	-8	0.0
O=C(O)CN(c1ccccc1)S(=O)(=O)c1cc(C(F)(F)F)cc(C(F)(F)F)c1	-24	3	0	.	-4	24	.	-6	-2	-0.9
Cc1noc(N)c1C(=O)Nc1ccc(C(C)(C)C)cc1	-9	86*	3	15	0	9	51*	-1	-3	-1.6
COc1ccc(N2C(=O)C(=O)/C(=C(/O)c3ccc(C)cc3)C2c2cccnc2)cc1 (configuration not stated)	-4	10	-13	19	-3	4	1	-3	1	2.0
COCCCNC(=O)Cn1cc(/C=C(\C#N)C(=O)N2CCN(c3ccccc3)CC2)c2ccccc21	63	-13	-4	-8	-2	-63	-2	-2	-7	-0.2
Cc1cc(O)c(C)c(O)c1/C=N/NC(=O)c1cccnc1	4	.	-4	-1	-2	-4	0	3	-4	0.2
COc1cccc(OCCSc2nnc3sc4ccccc4n23)c1	-20	52	8	33	4	.	.	0	-10	1.5
CN(CC(=O)Nc1c(Cl)cccc1Cl)C(=O)c1n[nH]c2ccccc12	34	8	-21	-11	-2	-35	-1	3	-4	0.2
Cn1c(=O)c2c(ncn2Cc2cccc(Cl)c2)n(C)c1=O	-17	-16	-5	-2	4	17	-4	-3	3	-3.3
CCc1nnc(NC(=O)CCC(=O)N2CCN(S(=O)(=O)c3cc(Cl)ccc3OC)CC2)s1	-7	-4	-27	-14	2	7	0	-4	-4	-1.6
O=C(NC1CCCC1)C1CC(c2ccc(F)cc2)=NO1 (configuration not stated)	0	18	-4	-1	0	0	.	7	-13	-0.9
COc1cc(CCC(=O)OCC(=O)Nc2c(C)cccc2C(C)C)cc(OC)c1OC	-7	-12	-3	4	-3	7	-1	-1	0	0.5
O=C(O)/C(=C\c1ccc(Cl)c([N+](=O)[O-])c1)c1ccc(S(=O)(=O)N2CCCC2)s1	5	-1	-7	-8	1	-5	1	-4	-16	-1.5
CSc1nc2ccc(N3C(=O)C4CCCCC4C3=O)cc2s1 (configuration not stated)	-3	1	6	2	1	3	.	5	-4	2.4
Cc1ccc(N2CC(C(=O)OCC(=O)c3ccc([N+](=O)[O-])cc3)CC2=O)cc1 (configuration not stated)	.	.	15	-1	4	.	2	1	-7	-0.9
Cc1ccc(CNC(=O)CSCc2ccc(F)cc2)cc1	-8	-7	-15	-4	-1	8	-1	4	-5	0.2
CCCCNC(=O)[C@H]1N2C(=O)c3c(ccc(OC)c3OC)C2SC1(C)C (some centres not stated)	.	-3	-6	-10	1	.	-5	-1	-10	-3.0
CCc1ccc(C(=O)COC(=O)C(CCSC)NC(=O)C23CC4CC(CC(C4)C2)C3)cc1 (configuration not stated)	-21	1	0	3	3	21	.	-2	0	0.0
O=c1cc(-c2cc3ccccc3o2)c2cc(O)ccc2o1	18	7	-6	4	-2	-18	.	-3	-11	0.3
O=C(CN1CCN(Cc2ccc3c(c2)OCO3)CC1)Nc1ccc2c(c1)OCCO2	-14	-2	-5	-10	5	14	.	0	-6	-1.6
COC(=O)C1(CCSC)NC(c2ccccc2F)C2C(=O)N(c3ccc4c(c3)OCCO4)C(=O)C21 (configuration not stated)	-15	0	11	10	2	15	0	-2	-3	0.5
Cc1cc(/C=C(/C#N)C(=O)Nc2ccc(Cl)cc2)c(C)n1-c1cccnc1	29	16	6	14	6	-29	.	-7	-14	.
CNC1(C(N)=O)CCN(Cc2ccccc2)CC1	-14	-2	-18	2	-1	14	-6	-4	1	0.6
CCC(C)(C(=O)NC1CCCCC1)N(C)C(=O)c1ccccn1 (configuration not stated)	-7	-4	-7	4	2	7	-1	-7	1	2.1
COc1ccc(S(=O)(=O)N(C)CC(=O)Nc2ccc3c(c2)OCO3)cc1OC	.	9	-8	1	-2	.	.	-2	-1	0.0
CCOc1ccc(C(C(=O)NC2CCCC2)N(CCCO)C(=O)c2ccc(-c3ccccc3)[nH]2)cc1 (configuration not stated)	5	17	-3	13	3	-5	-2	4	0	-0.1

The list goes on:
canonical_smiles	SR-BI HDL uptake	MITF act	PvdQ inh	Rtt109 HAT inh	HTR5A ag ctr	SR-BI DiI-HDL act	Wnt act	cardiac RTF act	dFosB act	CDK5 p35 inh
CC1CCCN(S(=O)(=O)c2cc(C(=O)NCCc3ccc(S(N)(=O)=O)cc3)ccc2Cl)C1 (configuration not stated)	29	-17	3	8	7	-29	6	-8	-15	0.5
Cc1ccc(C2CC(=O)Oc3cc(C)c(Br)c(C)c32)cc1 (configuration not stated)	-6	1	-14	2	2	6	-1	-3	-4	-1.1
CCOc1cc(/C=C(/C#N)c2ccc(F)cc2)ccc1OCc1ccc(C(=O)O)o1	-14	2	10	?	9	14	.	0	-3	-1.3
COC(=O)CN1C(c2ccccc2)=Nc2ccc(Cl)cc2C1c1ccccc1 (configuration not stated)	-45	.	7	4	-1	45	.	4	-7	2.1
CCC1(c2ccc(F)cc2)NC(=O)N(CC(=O)N2CCOCC2)C1=O (configuration not stated)	-11	-12	-17	1	4	11	-1	6	3	1.7
CCN(CC)S(=O)(=O)c1ccc2c(c1)c(=O)c(C(=O)NCCc1ccccc1)cn2C	25	0	-12	0	-2	-25	-5	11	-23	-1.0
CC1(C)Cc2c(oc3ncn4ncnc4c23)CO1	-34	-12	11	3	-8	34	0	3	0	1.9
CCOC(=O)C(C(=O)OCC)C(C(=O)OCC)N1CCOCC1 (configuration not stated)	-22	-96	-4	0	4	22	.	-2	0	0.1
Cc1nn(-c2ccccc2)c(C)c1NC(=O)COc1cc(F)ccc1[N+](=O)[O-]	16	-15	-14	11	5	-16	0	-4	-4	1.7
CC(C)c1nc(C(N)=O)c2[nH]c(=O)n(-c3ccc(F)cc3)c2n1	-18	.	-10	-18	6	18	-6	2	-9	-1.2
O=C(C/C=N\O)Nc1ccc(Oc2ccccc2)cc1	0	5	-4	0	5	0	-2	-1	-4	0.1
O=C(CN1C(=O)NC2(CCCC2)C1=O)Nc1cc(S(=O)(=O)N2CCOCC2)ccc1OCC(F)(F)F	-14	1	6	10	0	14	0	-6	-7	-0.5
CS(=O)(=O)N(CC(=O)NCc1ccncc1)Cc1ccc(Cl)cc1	-19	-6	10	2	-1	19	-1	-3	1	0.0
COCCOc1ccc(C(F)(F)F)cc1NC(=O)c1ccc(C)cc1	43	-6	22	-6	-4	-43	-4	7	-2	0.7
CCc1nnc(NC(=O)CCS(=O)(=O)c2ccccc2)s1	-14	9	-7	7	3	14	1	-3	0	-0.1
COC(=O)c1cc(S(=O)(=O)N2CCCCC2)ccc1N1CCOCC1	-10	7	-16	-5	-5	10	0	2	5	-1.5
O=[N+]([O-])c1ccccc1N/N=C1\CC2CC=CC12 (configuration not stated)	-5	34	58*	7	-2	5	3	1	-8	2.4
CCOC(=O)c1sc(NC(=O)c2ccccc2OCC)nc1C	11	18	-12	-26	2	-11	6	-3	-21	-6.7
CCCCC(=O)c1ccc(OC(=O)c2ccc([N+](=O)[O-])cc2)cc1	-18	11	5	0	-1	18	-2	-3	-1	0.1
CC(C)(C#N)Cc1cc(CC(C)(C)C#N)cc(C(C)(C)C)c1	38	15	-2	-2	-3	-38	6	-3	-3	0.0
COc1ccc(NC(=O)c2sc(Cl)nc2-c2ccccc2)cc1	18	-7	-6	-10	-2	-18	-2	1	-2	.
CCCc1cc(=O)[nH]c(SCC(=O)N(CC)Cc2ccccc2)n1	.	3	-18	-20	0	.	.	-1	-6	2.1
O=C(Nc1ccc(OC(F)(F)F)cc1)c1ccc2nc[nH]c2c1	-20	.	-10	4	2	20	4	-8	-1	0.8
CNC(=S)N/N=C/c1cn(Cc2c(F)cccc2Cl)c2ccccc12	49	1	-10	-1	10	-49	0	-2	-13	-0.5
Cc1ccc(S(=O)(=O)Nc2nc3ccccc3nc2N2CCN(c3ccccc3F)CC2)cc1	-1	-1	-6	0	1	1	-1	-4	-6	-0.3
CCCCOc1ccc(CN2CCCCC2)cc1	-4	15	-16	.	3	4	-2	0	-3	-4.5
O=C1N=C(N2CCN(c3ccccc3)CC2)S/C1=C/c1ccco1	-12	0	8	13	5	12	-3	-6	-12	-0.7
Cc1cccc(S(=O)(=O)N2CN(Cc3ccco3)c3nc4ccccc4nc32)c1	-6	12	-11	0	1	6	.	1	2	0.1
CCOC(=O)N1CCC(Nc2c(-c3ccc(C)c(C)c3)c(=O)c2=O)CC1	-18	1	-4	-6	2	18	-4	-2	-14	-0.6
